Source: PubChem BioAssay (several laboratories)
GDH-TPI counter: GDH-TPI coupling enzyme inhibitors, primary screen, artefact control for M. tuberculosis FBA inhibitor project, biochemical, absorbance, full deck; actives 1.2% (n = 360,000); AID 588335, 2011; inhibition, % at 4.8 µM; GDH-TPI coupled enzyme counterscreen, NADH absorbance; in the data active means inhibition above about 30%;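 further: 0% = DMSO wells and 100% = wells lacking the enzyme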
TcdB GH inh: TcdB glycohydrolase inhibitors, primary screen, biochemical, single point, plate reader; Toxin B (Clostridioides difficile), P18177; TcdB glycohydrolase enzymatic assay; inhibition, % at 9.99 µM; actives 0.24% (n = 350,000); AID 652162, 2013; in the data active means inhibition above about 10%
BioA inh: M. tuberculosis BioA enzyme inhibitors, primary screen, biochemical, plate reader, single point, HTS; purified M. tuberculosis BioA enzyme; inhibition, % at 9.99 µM; actives 0.096% (n = 360,000); AID 602481, 2012; in the data active means inhibition above about 40%; inconclusive means no clear call, values can overlap the other calls
PfHsp40 yeast: rescue of yeast from PfHsp40 toxicity, primary screen, S. cerevisiae, ATP luminescence | growth rescue, % at 12.5 µM | S. cerevisiae expressing PfHsp40, growth rescue | actives 0.68% (n = 340,000); in the data active means growth rescue above about 28%, passing the limit was not always enough; inconclusive means no clear call, values can overlap the other calls;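 further: yeast W303a lacking pdr1 and pdr3 grown in galactose medium; growth measured after three days at 30 °C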
FBA Mtb inh: Mtb FBA enzyme inhibitors, primary screen, biochemical, fluorescence, strain H37Rv | Fructose-bisphosphate aldolase (Mycobacterium tuberculosis (strain ATCC 25618 / H37Rv)), … | purified M. tuberculosis FBA, fluorescence read-out | inhibition, % at 1 µM | actives 2.3% (n = 360,000); in the data active means inhibition above about 27%;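 further: 0% = vehicle and 100% = reference inhibitor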
UGM FP inh: M. tuberculosis UGM enzyme inhibitors, primary screen, biochemical, fluorescence polarization, single point | UDP-galactopyranose mutase (Mycobacterium tuberculosis (strain ATCC 25618 / H37Rv)), … | purified UGM, fluorescence polarization probe displacement | inhibition, % at 10 µM | actives 0.06% (n = 320,000); in the data active means inhibition above about 10%, passing the limit was not always enough; inconclusive means no clear call, values can overlap the other calls
Vc quorum ag: inducers of Vibrio cholerae quorum light production without autoinducers, primary screen, BH1578 luxS cqsA deficient, single point | V. cholerae BH1578 lux reporter, luminescence, 6 h | activation, % at 18.7 µM | actives 0.16% (n = 350,000); in the data active means activation mostly above about 9.7%, no sharp cut-off; inconclusive means no clear call, values can overlap the other calls; inactive means mostly below about 3.7%; further: not every result past the cut was called active; inactives centre near 0; reference of the scale not given here
FadD28 FP inh: inhibitors of FadD28 bisubstrate probe binding, primary screen, biochemical, fluorescence polarization, single point | Mycobacterium tuberculosis FadD28 fatty-acid-AMP ligase | inhibition, % at 12.5 µM | actives 0.22% (n = 360,000); in the data active means inhibition above about 8.5%, passing the limit was not always enough; inconclusive means no clear call, values can overlap the other calls
Yp Topo-I inh: Yersinia pestis topoisomerase I inhibitors, primary screen, biochemical, cleavage product accumulation, plate reader, single point; activity, % at 10 µM; actives 0.064% (n = 360,000); Y. pestis Topo-I cleavage product accumulation; DNA topoisomerase I (Yersinia pestis CO92); in the data active means activity above about 50%, passing the limit was not always enough; inconclusive means no clear call, values can overlap the other calls; further: inactives centre near 2
* hit, by the source's call; i = inactive; ? = inconclusive; nt = not tested or not shown.

SMILES	GDH-TPI counter	TcdB GH inh	BioA inh	PfHsp40 yeast	FBA Mtb inh	UGM FP inh	Vc quorum ag	FadD28 FP inh	Yp Topo-I inh
O=C(COC(=O)/C=C/c1ccc([N+](=O)[O-])cc1)NCc1ccccc1	9	0.0	nt	-0.5	0	4.2	-0.3	-0.2	3
CN(C)S(=O)(=O)N1CCC(Oc2cccc(C(=O)NC3CCOC3)c2)CC1 (stereo unspecified)	1	1.4	0.3	0.6	0	1.8	0.3	0.3	0
CC1(C)C(=O)Nc2ccccc2N1C(=O)COC(=O)c1ccc(NC(N)=O)cc1	6	4.1	-1.6	0.7	0	nt	1.2	-2.3	0
Cc1cccc(-c2nc(CS(=O)CC(=O)NCc3ccco3)c(C)o2)c1 (stereo unspecified)	2	-0.8	nt	-0.7	0	-2.1	-4.2	-1.7	10
COc1ccc(N2C(=O)CCC(C(=O)Nc3ccccn3)C2c2ccc(OC)c(OC)c2)cc1 (stereo unspecified)	4	nt	17	-1.1	5	0.2	i	-0.7	2
O=C(NCc1cccc(Cl)c1)c1ccc(CS(=O)Cc2ccc(Cl)cc2)o1 (stereo unspecified)	-2	0.5	7.3	0.4	1	-0.3	-0.3	-3.9	36
CCOC(=O)/C=C/C(=O)OCC(=O)Nc1ccc(Cl)cn1	5	-0.7	0.3	-1.3	2	0.5	nt	0.9	-1
N#Cc1c(CSCC(=O)O)cc(=O)n2c1[nH]c1ccccc12	1	1.3	nt	-0.6	16	3.0	2.1	-0.4	10
CCn1c2c(c3ccc(OC)cc31)CCCC2=O	26	nt	nt	-0.4	2	1.2	i	-1.7	-1
COc1ccc(C)cc1NC(=O)NNS(=O)(=O)c1ccc(NC(C)=O)cc1	4	1.6	0.1	0.0	0	1.6	-3.6	-1.5	1
CN1CCOC1c1ccc(C2OCCN2C)cc1 (stereo unspecified)	-7	4.2	nt	0.1	0	nt	4.5	-1.4	-3
C=CCC(=O)NC1CC(C)(C)Cc2c1cnn2-c1ccc(C)cc1 (stereo unspecified)	4	0.6	3.0	-0.7	-1	1.4	i	-2.8	3
CC(=O)Nc1ccc(NC(=O)[C@H](C)NC(=O)c2ccco2)cc1	-4	2.2	-0.4	-0.9	2	1.6	-0.6	-2.8	-9
COc1ccc(CCNC(=O)c2c(O)c3c([nH]c2=O)CCCC3)cc1OC	-5	nt	-2.6	-0.7	-2	0.0	i	-3.0	5
Cn1c(=O)n(C)c2cc(NC(=O)CSc3ccccc3)ccc21	7	1.5	4.9	-0.1	1	-2.6	-0.4	-1.3	4
Cc1ccc(C2(C)NC(=O)N(CC(=O)N(C)CC(=O)Nc3cccc4ccccc34)C2=O)cc1 (stereo unspecified)	-16	0.5	nt	-1.0	3	-0.4	2.9	-0.2	10
CC(NC(=O)C1CCN(CCOc2ccc(Cl)cc2)CC1)c1cccc2ccccc12 (stereo unspecified)	-1	0.9	-1.0	nt	-3	nt	-0.7	-6.3	18
CC(=O)c1cccc(NC(=O)c2cc(=O)[nH]c3ccccc23)c1	5	-1.5	-2.6	-1.1	4	3.1	i	1.0	-2
Cc1ccc(COc2ccc(/C=N/NC(=O)c3ccc(CN4CCOCC4)cc3)cc2)cc1	6	nt	nt	0.0	2	2.9	1.1	2.0	5
Nc1nc(SCc2ccc3c(c2)OCCO3)n[nH]1	3	nt	-1.7	0.3	-1	0.2	i	0.9	-2
CC(C)NC(=S)N=Nc1c(O)[nH]c2ccc(C(C)C)cc12	10	2.2	-1.0	2.0	-4	-2.4	-0.3	-4.8	14
COCCOC(=O)C1=C(C)NC(=O)NC1c1ccc(-c2cc(Cl)ccc2Cl)o1 (stereo unspecified)	3	0.7	-0.2	-0.6	2	-1.8	i	-2.1	?
S=C(NCC1CCCO1)N1CCN(Cc2ccccc2Cl)CC1 (stereo unspecified)	-5	2.2	-2.3	-0.9	-1	-0.7	i	-2.0	2
CC(NC(=O)/C=C/c1ccco1)c1nc2ccccc2n1Cc1ccccc1F (stereo unspecified)	10	nt	nt	-1.4	1	-1.6	-0.3	0.2	-10
COc1cccc(C(C)(O)c2nc(-c3cncnc3)cs2)c1 (stereo unspecified)	-9	1.8	-0.4	nt	-1	nt	i	-3.9	-1
Cc1ccc(S(=O)(=O)N(C)c2ccc3sc(C)nc3c2)cc1	8	3.9	nt	2.0	-1	0.0	i	-3.0	-4
Cc1ccc(S(=O)(=O)N2CCC(C(=O)OCCOc3ccccc3)CC2)cc1C	-1	0.8	nt	-2.1	2	0.1	-2.8	-0.9	49
COc1ccc(CCNC(=O)CN2C(=O)NC(Cc3c[nH]c4ccccc34)C2=O)cc1 (stereo unspecified)	6	0.9	-2.0	8.8	1	-4.7	i	-1.2	-3
O=C(NCCCCNC(=O)c1ccc(Cl)s1)c1ccc(Cl)s1	3	nt	-0.9	0.2	4	2.2	-0.3	-0.7	4
COc1ccc(NC(=O)CSCC(=O)Oc2c(OC)cccc2OC)cc1	4	1.5	0.2	-0.6	-2	-1.4	-1.4	-2.3	2
Cc1ccc(C2(C(F)(F)F)N=C3Sc4cc(C)cc(C)c4N3C(=O)N2)cc1 (stereo unspecified)	-10	nt	-0.7	0.4	-1	0.0	-0.5	-3.8	-9
COC(=O)Cn1c(=NC(=O)c2ccc(OC)cc2)sc2cc(OC)ccc21	36*	1.2	nt	0.1	11	1.2	i	0.5	21
O=C1NC(Cc2ccc(O)cc2)c2nc3cc(Cl)ccc3c(=O)n2-c2ncccc21 (stereo unspecified)	2	1.7	0.8	nt	-2	nt	i	-2.2	9
COCCOC(=O)C1=C(N)Oc2c(c(=O)oc3ccccc23)C1c1ccncc1 (stereo unspecified)	-2	nt	2.9	0.1	1	-0.4	i	-3.8	-12
COc1ccccc1C(=O)OCC(=O)Nc1cccc(S(=O)(=O)N2CCCC2)c1	1	-6.4	-0.4	-0.7	-3	nt	i	-3.3	8
CSc1cccc(CN2CCC(Oc3ccc(C(=O)N4CCCCC4)cc3)CC2)c1	-8	1.1	0.9	-0.2	2	-2.6	i	-0.9	24
CCCCN(CCO)CCCC	-10	0.3	-0.8	0.4	0	1.8	-0.1	-4.0	4
CCOC(=O)c1c(CN2CCOCC2)oc2ccc(OC)cc12	-2	nt	-0.4	1.2	4	2.1	i	-2.8	2
C=COCCn1c(-c2nonc2N)nc2ccccc21	12	nt	0.9	0.7	8	-0.8	i	-1.4	9
CCCc1cc(=O)[nH]c(SCC(=O)Nc2nc(-c3ccccc3)cs2)n1	2	0.0	nt	-0.7	1	-2.7	-0.5	-3.7	8
CC(C)CC(=O)Nc1nnc(S(=O)(=O)N2CCCCCC2)s1	0	-0.9	-0.1	-0.5	-1	-0.5	i	-0.5	2
COC(=O)c1cnc(N2CCOCC2)nc1C(F)(F)F	3	0.5	nt	-0.5	3	-5.3	-0.3	-1.8	0
Nc1c(-c2ccccc2)c(CSc2nc3ccccc3[nH]2)nn1-c1ccc(C(=O)O)cc1	2	0.0	nt	-0.7	1	-1.6	-2.2	-2.2	0
O=C(O)CN(CC(=O)O)CC(=O)O	4	0.5	0.6	-1.2	-1	nt	-0.4	-2.7	-7
O=C(c1ccc(C(F)(F)F)cc1)n1ccc(-c2cccs2)n1	-5	6.7	nt	-0.1	2	-1.4	0.6	-0.7	0
Cc1nc(C)c(C(=O)NCCC(c2ccccc2)c2ccccc2)o1	-3	2.4	nt	0.4	0	4.7	i	-1.0	8
Cc1cccc(C(=O)NCC(=O)N(C)CC(=O)Nc2ccc(N3CCOCC3)cc2)c1	7	0.1	-3.1	1.1	0	1.1	i	-2.9	3
CCOC(=O)[C@@]1(C#N)C(c2ccc(Cl)c(Cl)c2)[C@H](C(N)=O)N2C=C(C(C)=O)C=C[C@H]21 (stereo partly specified)	23	nt	6.0	1.9	3	2.8	0.6	-2.2	-4
Cc1cccc(C)c1Nc1c(-c2ccccc2O)nc2ncccn12	19	-0.1	nt	0.1	7	-2.4	-0.6	-2.3	1
CCOc1ccc(CN2CCSCC2)cc1	9	1.4	1.4	-1.0	1	2.0	-0.2	-2.6	-3
COc1cc(Br)c(-c2sc(Nc3ccccc3)n[n+]2-c2ccccc2)cc1OC	-1	1.2	-1.6	-0.6	-1	-1.0	-0.4	-2.1	4
C/C=C/C=C\C(=O)Nc1cccc(C2=NOC3(C2)C[C@H](C(N)=O)N(C(=O)/C=C/C)C3)c1 (stereo partly specified)	6	0.6	-2.2	0.1	-2	0.5	-0.3	-2.9	15
COc1cc(OC)cc(C(=O)Nc2nc(CC(=O)NCc3ccc(F)cc3)cs2)c1	-4	-2.1	-0.6	-0.9	0	-2.7	i	-16	-7
O=C(c1cccs1)N1CCN(CCCc2ccccc2)CC1	-2	nt	20	1.0	12	1.8	0.7	-1.3	8
COc1ccc(C2N3CC4(C)CN2CC(C)(C3)C4O)cc1OC (stereo unspecified)	-5	nt	0.1	-1.5	1	1.7	-2.6	-2.3	3
Cc1ccc(S(=O)(=O)N(C)C)cc1NC(=O)c1ccc(-n2cncn2)c([N+](=O)[O-])c1	9	0.7	0.6	-0.8	0	0.0	i	-4.9	2
Cc1ccc(Nc2ccc(S(=O)(=O)N3CCOCC3)cc2[N+](=O)[O-])cc1C	4	nt	-2.6	2.1	-10	-1.0	i	-0.2	12
OCCOCCNc1ncnc2c1cnn2-c1ccccc1	1	nt	0.1	0.1	15	-0.9	i	-1.7	-5
Cc1ccc(-n2nnnc2SCc2ccccn2)cc1C	-2	nt	-0.9	-0.8	4	0.1	i	-4.4	16

Rows are unselected. About 4.6% of those tested had a hit in this group.
